High-throughput results from PubChem BioAssay.
AmpC det inh: blocks E. coli AmpC beta-lactamase in presence of detergent; purified AmpC, nitrocefin hydrolysis with detergent; P00811; hit rate 0.09% among 71,000; Potency, µM (top dose mostly 28.7 µM), for the others: at the top dose activity change, negative = inhibition; active = well fitted curve in the direction sought with a large enough effect
Target sequence (P00811 whole entry, looked up): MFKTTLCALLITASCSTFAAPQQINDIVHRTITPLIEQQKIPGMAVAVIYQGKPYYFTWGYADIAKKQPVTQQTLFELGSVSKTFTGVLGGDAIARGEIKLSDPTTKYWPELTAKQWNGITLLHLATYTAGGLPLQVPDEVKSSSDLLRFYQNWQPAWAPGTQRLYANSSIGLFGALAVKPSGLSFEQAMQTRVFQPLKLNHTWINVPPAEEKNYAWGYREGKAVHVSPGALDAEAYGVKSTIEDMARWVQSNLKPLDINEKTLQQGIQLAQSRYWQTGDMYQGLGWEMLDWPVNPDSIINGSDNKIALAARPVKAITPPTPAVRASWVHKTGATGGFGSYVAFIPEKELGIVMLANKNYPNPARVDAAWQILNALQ
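E. coli AmpC (5.3 nM) in 20 mM phosphate pH 7.0 with 0.01% Triton X-100, preincubated 15 min RT with compound; nitrocefin (2 uL of 800 uM stock) hydrolysis followed by 480 nm absorbance every 20 s over 4 min.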
The depositor's hits bear a star; [ ] = dose if it differs, or a comment. % is set by controls: 0 for no effect and ±100 for the full control effect; potency is the fitted concentration of half-maximal effect.

Compound	AmpC det inh
CCCc1[nH]nc2c1C(c1cc(OC)cc(OC)c1)C(C#N)=C(N)O2 (configuration not stated)	-3.6%
CCOc1cc(C(=O)N(C)Cc2cc3ccccc3[nH]c2=O)cc(OCC)c1OCC	-1.2%
Cc1cc(C)nc(Nc2ccccc2Br)n1	-3.1%
COC(=O)Cn1ccc(N(C)C)c(C#N)c1=O	-0.3%
Fc1ccccc1	6.0%
Cn1c(=O)c2[nH]c(/N=N\N3CCN(CCO)CC3)nc2n(C)c1=O	-3.7%[5.75 µM]
Cc1cccn2c(=O)c3cc(C#N)c(=O)n(-c4c(C)n(C)n(-c5ccccc5)c4=O)c3nc12	-0.8%
O=C(CSc1nc2cc(S(=O)(=O)N3CCOCC3)ccc2o1)NC1CCCc2ccccc21 (configuration not stated)	-2.3%
Cc1cc(C(=O)OCC(=O)Nc2ncc(C(F)(F)F)cc2Cl)c(C)o1	-4.9%
Nc1ncnc2c1CCC2	-1.6%
COC(=O)c1sccc1NC(=O)Cn1nnc(-c2ccc(C)cc2)n1	0.2%
O=C(O)C1CC=CCC1C(=O)Nc1cc(Cl)ccc1Cl (configuration not stated)	-4.2%
CCCC1=C(C(=O)OCC)C(c2ccc(N(C)C)cc2)n2ncnc2N1 (configuration not stated)	-1.5%
Cc1cc(Cl)ccc1NC(=O)CSc1nnc(Cc2cccs2)n1Cc1ccco1	-1.7%
c1cc(CCN2CCCCC2)ccn1	-4.3%[5.75 µM]
CCOC(=O)c1ccccc1NC(=O)CN1C(=O)c2ccccc2S1(=O)=O	-1.1%
COc1ccccc1N(CC(=O)N1CCCCC1)S(=O)(=O)c1ccccc1	-1.9%
CCOc1ccc(C2c3c(oc4ccccc4c3=O)C(=O)N2c2ccc(C)cn2)cc1OC (configuration not stated)	12.2%
Cc1cccn2c(=O)c(C=NCc3ccccc3)c(NCCO)nc12	-0.5%
CCc1cc(C(=O)OC)c(N2C(=O)C3C4C=CC(C4)C3C2=O)s1 (configuration not stated)	-7.2%
COc1ccc(C2=NCC(CSc3nccc(=O)[nH]3)S2)cc1 (configuration not stated)	-4.9%
CC1CCCN(CC(=O)Nc2ccc(S(=O)(=O)NC3CCCCC3)cc2)C1 (configuration not stated)	-2.8%
Cc1cc(NCCN2CCOCC2)n2nc(C)c(-c3ccccc3)c2n1	-2.5%
CCNC(C)(C)[C@@H](SS)c1ccc(Br)cc1	-0.9%[5.75 µM]
O=C(c1ccco1)N1CCN(S(=O)(=O)c2ccc(S(=O)(=O)NC3CCCC3)cc2)CC1	-3.9%
Cn1c(/C(C#N)=C(\O)COc2ccc3ccccc3c2)nc2ccccc21	-4.0%
Cc1ccc2cc(C#N)c(SCC(=O)NCc3ccco3)nc2c1	6.7%
CCOC(=O)c1ccccc1NC(=O)Cn1cnc2c(nnn2-c2ccc(C)cc2)c1=O	8.7%
O=C(OCCOCCN=C1NS(=O)(=O)c2ccccc21)c1ccncc1	-2.5%
O=C(NCc1ccccn1)Nc1ccc(Cl)c(Cl)c1	-4.0%
C=CCc1cc(C)cc(C)c1OCCn1cncn1	-2.1%
COc1ccccc1C(=O)N(Cc1cccs1)C1CCS(=O)(=O)C1 (configuration not stated)	-1.0%
O=c1c2[nH]c3ccccc3c2ncn1CCN1CCCCC1	-2.1%
CCc1nnc(NC(=O)CCC(=O)N2CCCC2)s1	-0.3%
CCC(C)(C)n1nnnc1C(c1cccs1)N1CC=C(c2ccc(F)cc2)CC1 (configuration not stated)	11.0%
COC(=O)c1[nH]c2cccc(OC)c2c1NC(=O)CCN1CCN(c2ccccc2OC)CC1	-1.0%
COc1ccc(CCN2C(=O)c3ccccc3C2(O)c2ncc[nH]2)cc1OC (configuration not stated)	-2.7%
COc1cccc(Cn2c(=O)c(-c3ccc(Cl)cc3)nc3cnc(N4CCNCC4)nc32)c1	1.2%
COc1ccc(NS(=O)(=O)c2ccc(C)c(C(=O)O)c2)cc1	11.9%
CCOc1ccc(C2NC(=O)c3n[nH]c(C)c32)cc1 (configuration not stated)	1.8%
CCS(=O)(=O)Nc1ccc(-c2nnc(SCC(=O)c3cccc(OC)c3)o2)cc1	12.4%
Cc1onc(-c2c(Cl)cccc2Cl)c1C(=O)NCc1ccco1	8.8%
Cc1cc(C(=O)NCCCN2CCN(C3CCCCC3)CC2)n(-c2ccccc2)n1	6.0%
CN1C(=O)c2cccc3c(S(=O)(=O)NCc4ccco4)ccc1c23	-7.9%
N#CC(C(=O)NC1CCCCC1)c1nc2ccccc2nc1N1CCOCC1 (configuration not stated)	9.3%
COc1cc(-c2nnc(COc3ccc4cc(Br)ccc4c3)o2)cc(OC)c1OC	8.3%
Nc1ccnn1Cc1cccnc1	10.2%
CCOc1ccc(C(=O)CN2CCN(S(=O)(=O)c3ccc(Cl)cc3)CC2)cc1	-2.3%
CCOC(=O)N1CCC(NC(=O)c2cc(C(=O)NC3CCCC3)ccc2CO)CC1	5.1%
Cc1ccc(NC(=O)CCSc2nnc(-c3ccco3)o2)cc1	-1.5%

Nothing new here: entries from further up.
Compound	AmpC det inh
CCOc1ccc(C(=O)CN2CCN(S(=O)(=O)c3ccc(Cl)cc3)CC2)cc1	-2.3%
CCOC(=O)N1CCC(NC(=O)c2cc(C(=O)NC3CCCC3)ccc2CO)CC1	5.1%
Cc1ccc(NC(=O)CCSc2nnc(-c3ccco3)o2)cc1	-1.5%

Continued:
Compound	AmpC det inh
Cc1ccc(C)c(NC(=O)CN(C)S(=O)(=O)c2ccccc2)c1	-3.0%
CC(C)C[C@H]1C(=O)N2CCC[C@@H]2[C@]2(O)O[C@](NC(=O)[C@@H]3C=C4c5cccc6[nH]c(Br)c(c56)C[C@H]4N(C)C3)(C(C)C)C(=O)N12	-1.6%
COCCNC(=O)C(c1ccccc1)N(C(=O)Cn1nnc2ccccc21)c1cccnc1 (configuration not stated)	16.0%
COc1ccc(C2(CCN)CC(C)N(C)CC2C)cc1 (configuration not stated)	-2.2%
CCN[C@]1(c2cccs2)CCCCC1=O	-1.5%[12.8 µM]
Cc1oc2ncnc(N)c2c1C	12.7%
Fc1ccc2c(Cl)c(-c3nnc(-c4cccs4)o3)sc2c1	8.6%
O=c1c(-c2ccccc2)nc2cnc(Nc3ccccc3)nc2n1Cc1cccs1	1.6%
O=C(CN1C(=O)C2CC=CCC2C1=O)Nc1nccs1 (configuration not stated)	-0.4%
O=C(C1CCC(CNc2c(N3CCCCC3)c(=O)c2=O)CC1)N1CCc2ccccc2C1 (configuration not stated)	13.0%
CS(=O)(=O)N(CC(=O)NCCSc1ccccc1)c1ccc2c(c1)OCO2	-5.0%
N#CCCn1c(=O)c(-c2cc(F)cc(F)c2)nc2cnc(N3CCOCC3)nc21	-1.8%
COC(=O)Nc1c(C)nn(Cc2ccccc2C)c1C	-2.7%
COC(=O)c1ccc(N2C(=O)CC(NCc3ccccc3)C2=O)cc1 (configuration not stated)	-2.9%
Cc1cc(=O)n2nc(N3CCCC3C(=O)NCc3ccccn3)sc2n1 (configuration not stated)	-3.7%
COc1ccc(C(=O)N2CCC[C@@]3(CCN(c4cccc(-c5ccccc5)c4)C3)C2)cc1	-3.6%
CCCc1n[nH]c2c1/C(=N/O)CC(c1ccccc1)C2 (configuration not stated)	-1.9%
Cc1csc(NC(=O)c2ccoc2C)n1	-5.7%
CCOc1ccc(N(CC(=O)NCc2ccccc2OC)S(C)(=O)=O)cc1	-3.5%
CC#C[C@]1(O)CC[C@H]2[C@@H]3CCC4=CC(=O)CCC4=C3[C@H](c3ccc(N(C)C)cc3)C[C@@]21C	-4.5%
CN(C1CCS(=O)(=O)C1)S(=O)(=O)c1ccc(C2CCCCC2)cc1 (configuration not stated)	-2.0%
CC(C)COc1ccc(C2NC(=O)NC2=O)cc1 (configuration not stated)	1.8%
O=C(Nn1cnnc1)C(Sc1ccccc1)c1ccccc1 (configuration not stated)	13.8%
CC12CC(NC(=O)N1c1ccc(C(=O)N3CCN(c4ccccn4)CC3)cc1)c1ccccc1O2 (configuration not stated)	0.7%
Cc1nc2ccccc2c(=O)n1/N=C/c1cccnc1	-4.4%
COC(=O)c1ccccc1NC(=O)C(C)Oc1ccccc1 (configuration not stated)	0.0%
COc1cc(CN2CCCCC2)cc2cc(C(=O)O)c(=O)oc12	-3.3%[5.75 µM]
CCOc1ccc(N2CC(=O)Nc3ccccc3NCC2=O)cc1	-5.7%
O=C(COc1ccccc1Cl)OCC(=O)N1CCN(S(=O)(=O)c2ccccc2)CC1	15.9%
CCc1ccc(-c2nc(CSCC(=O)N3CCN(c4ccccn4)CC3)c(C)o2)cc1	-4.8%
Cn1cc(C(=O)NCCc2ccccc2)c(=O)c2cc(S(=O)(=O)N3CCOCC3)ccc21	7.9%
N#CC1=C(N)Oc2n[nH]c(-c3cccs3)c2C1c1ccoc1 (configuration not stated)	0.5%
CN(C)S(=O)(=O)c1ccc(C(=O)OCCCN=C2NS(=O)(=O)c3ccccc32)cc1	9.2%
CN(C)Cc1ccccc1-c1cc(NC2CC2)ncn1	9.2%
COc1cc(C(=O)OC(C)C(=O)N2CCc3ccccc3C2)ccc1OCC(=O)N1CCOCC1 (configuration not stated)	-2.0%
NC(=O)C1CCCN(S(=O)(=O)c2ccc(Br)cc2)C1 (configuration not stated)	-1.0%
CC(=O)Nc1cccc(C(=O)Nc2ccccc2C(=O)O)c1	-1.7%
COc1ccc(-n2c(N)c(-c3nc4ccccc4n3C)sc2=S)cc1	-2.1%
COc1cccc(C(=O)Nc2ccc(S(=O)(=O)NCc3ccco3)cc2)c1	-4.2%
CCOC(=O)c1c(CN2CCOCC2)oc2ccc(OC)cc12	-0.5%
O=C(Cc1ccccc1)CC1(O)C(=O)Nc2ccccc21 (configuration not stated)	-2.4%
COC(=O)C1CCN(S(=O)(=O)c2c(C)n(C)c(=O)n(C)c2=O)CC1	11.9%
COc1ccc(NC(=O)COC(=O)c2ccc(N3CCCC3=O)cc2)cc1OC	-3.5%
Cc1cc(OCCCC(=O)N2CCCCC2)cc(C)c1Cl	-1.3%
N#C[C@@H](N=Nc1ccccc1C(=O)O)C(N)=O	-8.6%[5.75 µM]
CC(=O)N(c1ccc(C)cc1)C1C=CS(=O)(=O)C1 (configuration not stated)	12.4%
COc1ccc(NC(=O)CCCN2C(=O)C3C4C=CC(C4)C3C2=O)c(OC)c1 (configuration not stated)	5.8%
CN1C(=O)N(C)C2(c3ccccc3)Nn3c(s/c(=C/c4ccco4)c3=O)=NC12c1ccccc1 (configuration not stated)	8.4%
CCSc1nnc(NC(=O)c2cccnc2)s1	-2.1%
COc1ccc(-c2nc(SCC(=O)N3CCOCC3)n[nH]2)cc1	-2.1%

Individual results from the results shown:
COc1ccc(-n2c(N)c(-c3nc4ccccc4n3C)sc2=S)cc1 in AmpC det inh: -2.1%
COc1ccc(NC(=O)COC(=O)c2ccc(N3CCCC3=O)cc2)cc1OC in AmpC det inh: -3.5%

New compounds follow:
Compound	AmpC det inh
O=C(CSc1ncn[nH]1)Nc1nc(-c2ccccc2)ns1	-2.9%
Cc1c(N2C(=O)c3ccc4c5c(ccc(c35)C2=O)CC4)c(=O)n(-c2ccccc2)n1C	-7.1%
CCC(=O)c1ccc(OCC(O)CN2CC(C)OC(C)C2)cc1 (configuration not stated)	-2.3%
O=C(NCc1ccco1)NCC(F)(F)F	0.4%
C=CCOC(=O)C1=C(C)N=C2SCCC(=O)N2C1c1ccc(OC(=O)c2ccco2)cc1 (configuration not stated)	7.1%
CCC1(C)Cc2ccccc2-c2nc3n(c(=O)c21)CC(C(=O)O)S3 (configuration not stated)	7.7%
CCc1ccccc1NC(=O)c1nnn(CC(=O)Nc2cccc(C)c2)c1N	-3.4%
CCC(=O)N1CCc2cc(Br)cc(S(=O)(=O)NCCN3CCCCC3C)c21 (configuration not stated)	-1.7%
CCOC(=O)N1CCN(C(=O)c2ccc3c(=O)n(CCc4ccccc4)c(=S)[nH]c3c2)CC1	7.9%
CCN1C(=O)c2cccc3c(NC(=O)c4cccc(N5C(=O)CCC5=O)c4)ccc1c23	-3.7%
CCOc1ccc2cc(C#N)c(SCC(=O)N3CCC(C)CC3)nc2c1	-0.4%
O=c1c(Cc2ccccc2O)c(O)nc2n1CCCS2	5.4%
O=C(COc1ccc(S(=O)(=O)NCc2ccccc2)cc1Cl)N1CCOCC1	-3.4%
CCOc1ccccc1C1NC(=O)NC(C)=C1C(=O)OC1CCCCC1 (configuration not stated)	5.7%
N#Cc1nc(-c2ccc(OCc3ccc(Cl)cc3)cc2)oc1N1CCOCC1	-3.1%
COc1ccc(-c2nc3cnc(N(C)C)nc3n(CCc3ccccc3)c2=O)cc1	1.4%
CC1CN(c2cc(=O)n(-c3cccc(Br)c3)c(=O)[nH]2)CC(C)O1 (configuration not stated)	5.7%
Cc1nc2cc(NC(=O)N3c4ccccc4CC3C)ccc2n1C (configuration not stated)	-0.9%
CC(=O)OCC(=O)[C@@]1(O)[C@H](C)C[C@@H]2[C@H]3CCC4=CC(=O)C=C[C@]4(C)[C@]3(F)[C@@H](O)C[C@@]21C	1.0%[12.8 µM]
Cc1cc(NC(=O)Cn2cnc3sc(C)c(-c4ccccc4)c3c2=O)no1	-2.9%
CN1CCN(CC(=O)N(Cc2c(C#N)c3ccccc3n2C)c2ccccc2)CC1	-3.0%
CCC(=O)N(Cc1ccco1)c1nc(-c2cc(OC)ccc2OC)cs1	-0.7%
O=c1c(-c2ccccc2)nc2cnc(Oc3ccccc3)nc2n1C[C@H]1CCCO1	2.1%
CCCCCOC(=O)Cc1c(O)c2ccccc2[nH]c1=O	9.5%
Cc1oc(C(=O)O)cc1CSc1nnc(-c2ccccc2)n1C	-4.2%

These rows are one share of the data. The share of hits here may be higher or lower than overall.
